# Screening results deposited in PubChem by National Center for Advancing Translational Sciences (NCATS).
# aSyn tox rescue = rescues yeast growth from alpha-synuclein toxicity; Potency, µM (highest dose often 46.1 µM), for inactives: top-dose growth rescue (activation), usual class: activators; S. cerevisiae alpha-synuclein toxicity rescue, BacTiter-Glo growth, 24 h; actives 0.02% (n = 94,000); active means well fitted activation curve with a large enough effect; inconclusive means small, poorly fitted or top-dose-only effect; further: 0% is about no effect
#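 Growth restoration measured by BacTiter-Glo luminescence after 24 hr at 30 deg C; alpha-synuclein yeast, raffinose-pregrown to mid-log, were added at OD600=0.02 in galactose medium onto pinned compounds.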
# Active calls of the source: *; ? = inconclusive; & = joins results of further samples; [ ] = dose if it differs, or a comment. Potency means the concentration at half of the fitted maximal effect. An excerpt, so the mix of outcomes need not match the whole.
SMILES,aSyn tox rescue
COC(=O)c1cc(NC(=O)COC(=O)C2CCC2)cc(C(=O)OC)c1,8%
CCN(CC)C(=O)C1=C(C)N(CCC2=CCCCC2)C(=O)C(CC(=O)NCC2CCCCC2)C1 (configuration not stated),1%
COC(=O)c1ccc(NC(=O)CN2C(=O)CCc3cc(S(=O)(=O)N4CCCCC4)ccc32)cc1,-3%
Cc1ccc(Cn2nnc3c(=O)n(CC(=O)c4ccccc4)cnc32)cc1,8%
CC(=O)Nc1cc(C(=O)NCc2ccc(F)cc2)ccc1S(=O)(=O)c1ccc(C)cc1,-9%
O=C1C(=O)N(C2CCN(S(=O)(=O)c3ccccc3)CC2)CCN1Cc1ccccc1,9%
COC(=O)c1ccccc1NC(=O)Cn1cnc2sc(C)c(S(=O)(=O)N3CCC(C)CC3)c2c1=O,-6%
Cc1ccc2c(=O)cc(C(=O)Nc3sc4c(c3C(=O)NCc3ccco3)CCC4)oc2c1,-4%
O=C(Cn1c(=O)c2cccn2c2ccc(F)cc21)NCc1cccc(Cl)c1,-8%
CC(=O)Nc1ccc(S(=O)(=O)N2CCN(C(=O)c3ncoc3-c3cccc(F)c3)CC2)cc1,1%
O=C(O)CC1NC(=S)N(Cc2ccccc2)C1=O (configuration not stated),-2%
OC(Cc1cccc(C=NN2CCOCC2)n1)(C(F)(F)F)C(F)(F)F,-7%
O=C(c1nnc(-c2ccc(Cl)cc2)o1)C1CCCC1,-5%
O=C(NC1CCCC1)C(c1ccncc1)N(Cc1ccccc1F)C(=O)c1csnn1 (configuration not stated),6%
CCCc1cc(=O)[nH]c(Nc2ccc(OCC)cc2)n1,-5%
CCOc1cccc(C2c3[nH]c4ccccc4c3CCN2C(=O)CSCc2ccc(F)cc2)c1 (configuration not stated),2%
Cn1nc(C(=O)Nc2ccc(S(=O)(=O)Nc3ncccn3)cc2)ccc1=O,4%
COCCCNC(=O)N1CCN(c2nnc(C)c3c(C)n(-c4ccc(Cl)cc4)nc23)CC1,2%
CCOC(=O)N1CCN(c2ncc3c(n2)CC(c2ccc(OC)c(OC)c2)CC3=O)CC1 (configuration not stated),7%
O=C(COC(=O)c1ccccn1)NCc1cccc(Cl)c1,-1%
COc1ccc(NS(=O)(=O)c2ccc(C)c(C(=O)N3CCCCCCC3)c2)cc1,-5%
CCOC(=O)CSc1nc(-c2ccc(F)cc2)cc(C(F)(F)F)c1C#N,5%
Cc1ccc(S(=O)(=O)NC(C(=O)N2CCN(S(=O)(=O)c3cccc(F)c3)CC2)C(C)C)cc1 (configuration not stated),0%
CC(=O)N1c2ccccc2C(=O)C1N1CCN(c2cc(Cl)ccc2C)CC1 (configuration not stated),1%
Cc1cc(Cl)ccc1OCC(=O)N(Cc1ccc(N(C)C)cc1)CC1CCCO1 (configuration not stated),10%
CCC1CCCCN1S(=O)(=O)c1ccc(C(=O)Nc2sc3c(c2C(N)=O)CCC3)cc1 (configuration not stated),29%
O=C(c1ccc2c(=O)n3c(nc2c1)CCCCC3)N1CCN(c2ccc(F)cc2)CC1,9%
CCOc1ccc(NC(=O)CNS(=O)(=O)c2ccc(Br)s2)cc1,6%
Cc1ccc2oc(=O)c3cnn(CC(=O)Nc4cc(-c5cccc(F)c5)no4)c3c2c1,6%
COc1ccc(CCNC(=O)CCCn2nc(C)c3sc4ccccc4c3c2=O)cc1OC,11%
CC1=C(C(=O)Nc2ccc(Cl)cc2)C(c2ccc(C(F)(F)F)cc2)n2nnnc2N1 (configuration not stated),-6%
COCCN1C(=O)c2[nH]nc(-c3ccccc3O)c2C1c1ccc(OCc2ccccc2)c(OC)c1 (configuration not stated),-3%
COc1ccc(OC)c(CCNc2ncnc3onc(-c4ccc(Cl)cc4)c23)c1,10%
CCCn1nnc(NC(=S)NC(=O)/C=C/c2ccc(Cl)cc2)n1,12%
O=C(NCCO)/C(=C\c1ccc(Br)cc1)NC(=O)c1cccs1,4%
O=C(Nc1ccsc1C(=O)O)c1cccc(C(F)(F)F)c1,-6%

# Some of the entries so far, bar-delimited.
compound | aSyn tox rescue
CCN(CC)C(=O)C1=C(C)N(CCC2=CCCCC2)C(=O)C(CC(=O)NCC2CCCCC2)C1 (configuration not stated) | 1%
COC(=O)c1ccc(NC(=O)CN2C(=O)CCc3cc(S(=O)(=O)N4CCCCC4)ccc32)cc1 | -3%
Cc1ccc(Cn2nnc3c(=O)n(CC(=O)c4ccccc4)cnc32)cc1 | 8%
CC(=O)Nc1cc(C(=O)NCc2ccc(F)cc2)ccc1S(=O)(=O)c1ccc(C)cc1 | -9%
O=C1C(=O)N(C2CCN(S(=O)(=O)c3ccccc3)CC2)CCN1Cc1ccccc1 | 9%
COC(=O)c1ccccc1NC(=O)Cn1cnc2sc(C)c(S(=O)(=O)N3CCC(C)CC3)c2c1=O | -6%
Cc1ccc2c(=O)cc(C(=O)Nc3sc4c(c3C(=O)NCc3ccco3)CCC4)oc2c1 | -4%
O=C(Cn1c(=O)c2cccn2c2ccc(F)cc21)NCc1cccc(Cl)c1 | -8%
CC(=O)Nc1ccc(S(=O)(=O)N2CCN(C(=O)c3ncoc3-c3cccc(F)c3)CC2)cc1 | 1%
O=C(O)CC1NC(=S)N(Cc2ccccc2)C1=O (configuration not stated) | -2%
OC(Cc1cccc(C=NN2CCOCC2)n1)(C(F)(F)F)C(F)(F)F | -7%
O=C(c1nnc(-c2ccc(Cl)cc2)o1)C1CCCC1 | -5%
O=C(NC1CCCC1)C(c1ccncc1)N(Cc1ccccc1F)C(=O)c1csnn1 (configuration not stated) | 6%

# Next part:
SMILES,aSyn tox rescue
CCC(C)NC(=O)CSc1nc2cc3c(cc2c(=O)n1CCCC(=O)NCc1ccc2c(c1)OCO2)OCO3 (configuration not stated),4%
Cc1[nH]n(-c2ccccc2)c(=O)c1N=Nc1ccccc1,-19%
CCC(C)NC(=O)c1sc2nc(C)c(C(=O)Nc3ccc(C)cc3C)c(-c3ccc(NC(C)=O)cc3)c2c1N (configuration not stated),1%
COc1ccccc1CNC(=O)Cc1cc(=O)[nH]c(=O)[nH]1,-1%
CCn1c(SCC(=O)Nc2cc(C)ccc2F)nnc1-c1ccccc1O,-14%
COc1ccc(N2CCN(CCCNC(=O)c3ccc4nc(Cc5ccccc5)oc4c3)CC2)cc1,1%
Cc1c(Cl)cccc1-n1ncc(C(=O)Nc2ccc(F)cc2F)c1C1CCN(C(=O)OC(C)(C)C)CC1,?
O=C(CCC1N=C2c3ccccc3N=C(SCc3ccccc3Cl)N2C1=O)NCCc1ccccc1 (configuration not stated),-9%
CCN(C(=O)Cn1nc2c3cc(F)ccc3n(Cc3cccc(C)c3)cc-2c1=O)c1cccc(C)c1,5%
CCOC(=O)c1ccccc1NC(=O)C1CCN(c2ncnc3sc(C)c(C)c23)CC1,-3%
CCCCN(CC)CCCNC(=O)C1CCN(c2nc3ccc(CC)cc3s2)CC1,6%
COC(=O)c1ccc(Cn2c(SCC(=O)Nc3ccc(F)cc3)nc3ccccc32)cc1,-5%
Cc1cccc(-n2c(SCC(=O)Nc3ccc(C)c(C)c3)nc3n[nH]c(C)c3c2=N)c1,2%
COc1ccc(OCC(=O)Nc2ccc(S(=O)(=O)Nc3cc(C)on3)cc2)cc1,0%
Cc1cccc(N2CCN(c3ccc(C(=O)O)cc3NC(=O)c3ccccc3F)CC2C)c1 (configuration not stated),-13%
CC1C(=O)N(Cc2cn(Cc3ccco3)nn2)CCS(=O)(=O)N1Cc1ccc(-c2ccc(F)cc2)cc1 (configuration not stated),8%
COc1cccc(C(=O)Nc2c3c(nn2-c2ccc(Cl)cc2)CS(=O)(=O)C3)c1,-10%
CCOc1cc2[nH]c(=O)n(Cc3ccc(C(=O)N4CCN(c5ccccc5)CC4)cc3)c(=O)c2cc1OCC,8%
O=C(COC(=O)/C=C/c1ccccc1)Nc1cccc(Oc2ccccc2)c1,1%
CCCN(C(=O)c1cc2c(s1)-c1ccccc1OC2)c1ccc(C(C)C)cc1,-53%[inhibitor]
CNC(=O)c1c(NC(=O)c2ccc(S(=O)(=O)N3CCCC(C)C3)cc2)sc2c1CCC2 (configuration not stated),2%
O=C(c1ccccc1[N+](=O)[O-])N1CCCN(C(=O)c2ccccc2[N+](=O)[O-])CC1,2%
COC(=O)c1cc(S(=O)(=O)N2CCN(c3ccc(F)cc3)CC2)cn1C,-5%
COc1ccc(S(=O)(=O)N2CCCN(CC(=O)Nc3ccc(NC(C)=O)cc3)CC2)cc1,6%&4%
O=C(NCCN1CCCOC1=O)C(=O)NCCN1CCCOC1=O,6%
CCC(=O)N1CCc2cc(Br)cc(S(=O)(=O)N3CCCC(C(=O)Nc4cccc(F)c4)C3)c21 (configuration not stated),3%
O=C(Nc1nc(-c2cccnc2)cs1)c1ccc([N+](=O)[O-])cc1,-6%
CC1CN(Cc2nnc(-c3ccccc3)o2)CC(C)O1 (configuration not stated),2%
C[C@@H]1CCCCO[C@H](CN(C)Cc2ccc(C(F)(F)F)cc2)[C@@H](C)CN([C@H](C)CO)C(=O)c2cc(NS(=O)(=O)c3cn(C)cn3)ccc2O1,4%
Cc1ccc(CNC(=O)CSc2nc(=O)[nH]c3c2CCCC3)cc1,5%
O=Cc1cn(CC(=O)Nc2ccc(F)cc2)c2ccccc12,-9%
COc1cc(CN(C(=O)c2cccc(C)c2)c2ccccn2)cc(OC)c1OC,0%
Cc1cc(C)cc(NC(=O)N2CCN(c3cc(-c4noc(C)n4)ccc3C)CC2)c1,?
Cc1nn2c3c(cnc2c1-c1ccc(F)cc1)C(=O)CC(c1ccccc1)C3 (configuration not stated),2%
COc1ccc(CNC(=O)CN(Cc2ccco2)C(=O)CNS(=O)(=O)c2ccc(C)cc2)cc1,-1%
O=C1Cc2ccccc2C(=O)N1c1ccc(F)cc1Cl,-5%

# Two of the compounds above, with bars between the fields.
smiles | aSyn tox rescue
C[C@@H]1CCCCO[C@H](CN(C)Cc2ccc(C(F)(F)F)cc2)[C@@H](C)CN([C@H](C)CO)C(=O)c2cc(NS(=O)(=O)c3cn(C)cn3)ccc2O1 | 4%
CC1CN(Cc2nnc(-c3ccccc3)o2)CC(C)O1 (configuration not stated) | 2%

# (more compounds)
SMILES,aSyn tox rescue
Cn1c(=O)c(=O)n(C)c2cc(S(=O)(=O)N3CCCC3C(=O)Nc3cccc(F)c3)ccc21 (configuration not stated),-8%
CCc1nn(CC(=O)NCCc2ccc(OC)cc2OC)c(=O)c2cc3occc3n12,2%
COc1ccccc1NS(=O)(=O)c1cc(NC(=O)c2cccs2)ccc1N1CCOCC1,6%
Cc1ccc2c(=O)c(C(=O)c3cccc(Cl)c3)cn(CC(=O)NCc3ccc(F)cc3)c2n1,0%
CCOC(=O)c1cc(-c2c(Cl)cccc2Cl)no1,0%
O=C(Cn1nc(-c2ccc(Cl)cc2)c2ccccc2c1=O)Nc1cccc(C(F)(F)F)c1,7%
Oc1ccccc1N1CCN(c2ncnc3scc(-c4ccc(F)cc4)c23)CC1,18%
CCc1nc2sc3c(N4CCC(C)CC4)ncnc3c2c2c1CCCC2,-6%
C[C@@H]1CN([C@H](C)CO)S(=O)(=O)c2ccc(Br)cc2O[C@@H]1CN(C)Cc1ccc(-c2ccccc2)cc1,0%
COc1ccc(C)cc1Nc1ncnc2c1c(-c1ccccc1)cn2-c1ccc(C)cc1,8%
CN(C)c1ccc(C(CNS(=O)(=O)c2ccc(Br)cc2)N2CCOCC2)cc1 (configuration not stated),0%
CC(C)(C)N(Cc1ccccc1)C(=O)COC(=O)[C@@H]1CCCN1C(=O)c1cccs1,-3%
CCn1cc(/C=C(\NC(=O)c2ccc(C)cc2)C(=O)NCCCn2ccnc2)c2ccccc21,-3%
COc1cc(NC(=O)CN2CCN(c3ccc(F)cc3)CC2)cc(OC)c1,-3%
COc1ccc(NC(=O)COC(=O)c2ccc(F)cc2F)cc1,1%
COc1ccc(S(=O)(=O)N2Cc3ccccc3CC2C(=O)Nc2cccc(C)c2)cc1OC (configuration not stated),8%
CCOC(=O)c1sc2ccccc2c1S(=O)(=O)N1CCN(c2ccccc2)CC1,8%
Oc1c(C(c2ccco2)N2CCOCC2)sc2ncnn12 (configuration not stated),-1%
COc1ccc(CCNS(=O)(=O)c2ccc(F)c(C(=O)Nc3ccc(Cl)cc3)c2)cc1OC,-2%
COc1ccc(CCC(=O)Nc2ccc(S(=O)(=O)NC3=NCCCCC3)cc2)cc1,-2%
CSc1ccc(-c2nc3c(C)cccn3c2Nc2ccc3c(c2)OCCO3)cc1,-9%
COc1ccc(Br)cc1CNC(=O)c1cc(=O)[nH]c2ccc(S(=O)(=O)N3CCCCC3)cc12,-4%
COc1ccc(NC(=O)Cc2c(C(=O)O)[nH]c3ccccc23)cc1OC,-5%
COc1ccc(NC(=O)CSc2ccc(-c3cccs3)nn2)cc1,-12%
COc1cccc(CNC(=O)c2c(C)oc3ncnc(N4CCOCC4)c23)c1,-1%
Cc1cc(C(=O)COC(=O)c2ccncc2)c(C)n1CCc1ccc(F)cc1,5%
Nc1nc(N)c2ncc(C(=O)CCc3ccccc3)nc2n1,2%
O=S(=O)(c1ccccc1)C1Cc2ccccc2C1Cl (configuration not stated),-5%
Cc1ccccc1OCc1nnc(SCc2cc(=O)c3ccc(C)c(C)c3[nH]2)n1C,3%
COc1cc(-c2noc(-c3nnn(-c4ccc(Cl)cc4)c3C)n2)cc(OC)c1OC,3%
O=C(NCCc1ccc(Cl)cc1)c1cccc(S(=O)(=O)N2CCCC2)c1,-11%
COCC(=O)N(C)C[C@H]1Oc2ncc(Br)cc2C(=O)N([C@@H](C)CO)C[C@H]1C,1%
Cc1ccc(CNC(=O)c2cccc(N3CCCS3(=O)=O)c2)cc1,3%
O=[N+]([O-])c1ccc(CN2CC(N3CCN(CC4CC4)CC3)CS2(=O)=O)cc1 (configuration not stated),8%
COc1ccccc1CNC(=O)COC(=O)c1nc(Cl)ccc1Cl,10%
CC1CN(S(=O)(=O)c2cc(C(=O)N(CCc3ccccc3)Cc3ccccc3)ccc2Cl)CC(C)O1 (configuration not stated),-2%
Cc1ccc(C)c(NC(=O)Cn2cc(C(=O)c3ccncc3)c(=O)c3cc(F)ccc32)c1,5%
